# Screening results from PubChem BioAssay.
# AmpC detergent: inhibitors of E. coli AmpC beta-lactamase with detergent; P00811; AmpC hydrolysis of nitrocefin, absorbance 480 nm, 0.01% Triton; Potency, µM (top dose mostly 114 µM), for the others: at the top dose activity change, negative = inhibition, hits mostly inhibitors; 370,000 tested, 0.041% active;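 further: potency means the concentration at half of the fitted maximal effect; 0% = no-compound wells and -100% = no-enzyme wells; nearly all actives have a fitted effect of over 25% in size; some results filed as inactive show a strong effect at the top dose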
# Target sequence (P00811 whole entry, looked up): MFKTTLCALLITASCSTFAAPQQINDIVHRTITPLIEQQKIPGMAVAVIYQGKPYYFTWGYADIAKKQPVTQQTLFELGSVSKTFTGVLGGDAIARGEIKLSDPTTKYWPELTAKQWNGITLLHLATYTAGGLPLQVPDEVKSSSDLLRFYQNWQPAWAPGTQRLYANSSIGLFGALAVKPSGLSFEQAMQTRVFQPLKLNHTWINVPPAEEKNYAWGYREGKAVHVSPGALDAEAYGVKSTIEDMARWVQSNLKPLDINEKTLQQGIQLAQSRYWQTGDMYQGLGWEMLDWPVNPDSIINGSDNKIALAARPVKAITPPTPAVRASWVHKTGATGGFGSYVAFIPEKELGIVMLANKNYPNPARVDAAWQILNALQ
#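 AmpC (5.3 nM in the dispensed reagent) in 20 mM phosphate pH 7.0 with 0.01% (detergent screen) or 0.0001% Triton X-100 was preincubated with compounds for 15 min at room temperature. Nitrocefin was then added from an 800 uM solution, and hydrolysis was followed at 480 nm.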
# FBPA Giardia inh: inhibitors of Giardia lamblia fructose-1,6-bisphosphate aldolase. A8B2U2. purified Giardia FBPA. 290,000 tested, 0.71% active. Potency, µM (series often up to 59.6 µM), for the others: at the highest dose activity, negative = inhibition, usual class: inhibitors. AID 2451; further: potency means the concentration at half of the fitted maximal effect; nearly all actives have a fitted effect of over 55% in size
# Target sequence (A8B2U2 whole entry, looked up): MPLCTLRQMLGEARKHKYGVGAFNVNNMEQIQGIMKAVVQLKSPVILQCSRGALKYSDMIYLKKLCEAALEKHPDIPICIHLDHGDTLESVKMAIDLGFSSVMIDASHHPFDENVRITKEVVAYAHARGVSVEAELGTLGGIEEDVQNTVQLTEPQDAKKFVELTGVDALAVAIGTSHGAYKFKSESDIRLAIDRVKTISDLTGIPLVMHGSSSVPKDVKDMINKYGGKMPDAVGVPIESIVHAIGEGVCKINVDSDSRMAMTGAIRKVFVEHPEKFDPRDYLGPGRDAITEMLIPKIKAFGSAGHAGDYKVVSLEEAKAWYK
#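 40 nM FBPA preincubated 10 min at RT with compound (up to 57.5 uM final), then substrate plus GAPDH/TPI/NAD/arsenate coupling and diaphorase/resazurin added. Fluorescence read after 20 min at RT, 525/598 nm.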
# HCMV antiviral: blocks human cytomegalovirus replication; HFF cells, HCMV-luciferase reporter, 72 h; active compounds read low; activity change, negative = inhibition, % at 57.5 µM; 410,000 tested, 4.5% active; AID 1259415; in the data active means activity change below about -60%; inconclusive means no clear call, values can overlap the other calls; inactive means above about -39%
#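 Two-dose cell screen: HFF monolayers treated with compounds and infected with luciferase-expressing HCMV at 1 PFU/cell, 72 h at 37C, then lysed for luciferase measurement.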
# AmpC inh no detg: inhibitors of E. coli AmpC beta-lactamase without detergent | 330,000 tested, 0.52% active | AmpC nitrocefin hydrolysis, absorbance 480 nm, 0.0001% Triton | Potency, µM (top dose mostly 57.1 µM), for the others: top-dose activity change, negative = inhibition, hits mostly inhibitors | P00811;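 further: potency means the concentration at half of the fitted maximal effect; plate controls were no compound for no effect and no enzyme for full effect; nearly all actives have a fitted effect of over 20% in size; some results filed as inactive show a strong effect at the top dose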
#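 20 mM phosphate pH 7.0 + 0.01% (detergent screen) or 0.0001% Triton X-100; 5.3 nM AmpC reagent; cpd preinc 15 min RT; nitrocefin (800 uM stock) to start; A480 q20 s × 4 min; Activity was normalised to no-enzyme and no-compound control wells.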
# AMA1-RON2 inh: disrupts binding of P. falciparum AMA1 to RON2 | AlphaScreen AMA1-biotinylated RON2 peptide binding | Potency, µM (highest dose often 58.2 µM), for inactives: at the highest dose activity change, negative = inhibition, usual class: inhibitors | 360,000 tested, 0.2% active;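 further: potency means the concentration at half of the fitted maximal effect; 0% = vehicle wells and -100% = peptide control; nearly all actives have a fitted effect of over 45% in size; some results filed as inactive show a strong effect at the top dose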
#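 AMA1 (3D7) with his tag at 25 nM final met compounds first, then biotinylated RON2 peptide at 25 nM; detection used donor plus acceptor beads, 10 µg/mL apiece, read by AlphaScreen after 30 min at room temperature.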
# Sm TGR inh: S. mansoni TGR enzyme inhibition | purified TGR, DTNB reduction, TNB absorbance 405 nm | Potency, µM (doses to about 114 µM), for inactives: top-dose activity change, negative = inhibition, hits mostly inhibitors | 360,000 tested, 3% active | Q962Y6; further: potency means the concentration at half of the fitted maximal effect; nearly all actives have a fitted effect of over 60% in size
#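 TGR 20 nM + NADPH 100 uM (dispensed conc.), cpd preinc 15 min RT; start with NADPH (500 uM addition) then DTNB (15 mM addition). Kinetic TNB absorbance, 405 nm filter. Four-parameter Hill fit across titration.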
# The depositor's hits bear a star; ? = inconclusive; . = not tested or not shown; & = joins results of further samples; [ ] = remark or other dose. Unless noted, the call rests on the fitted dose curve; in most records, active means well fitted curve in the direction sought with a large enough effect; inconclusive means small, poorly fitted or top-dose-only effect, or another doubt; inactive means no such curve, though single readings can be large; an effect the other way counts as inactive or inconclusive. Unless noted, on the % scale 0 is the no-effect control and ±100 the full control effect.
# Every second line gives: AmpC detergent, FBPA Giardia inh, HCMV antiviral, AmpC inh no detg, AMA1-RON2 inh, Sm TGR inh
CC(Oc1ccccc1)C(=O)Nc1nc2c(s1)C(=O)CC(C)(C)C2 (stereo unspecified)
 : 2%, 5%, -9, -22%, 6%, -4%
CCc1nnc(NC(=O)CCC(=O)N2CCN(c3cc(C)ccc3C)CC2)s1
 : ?, -10%, -36, 105%[activator], 3%, -21%
COc1cccc(/C=N/NC(=O)c2c(-c3ccccc3)noc2C)c1
 : -10%, -21%, 4, -32%, 13%, 7%
COc1cc(OC)cc(-c2nc3nc(C)c(CCC(=O)O)c(C)n3n2)c1
 : 1%, -3%, 2, -20%, 16%, -8%
Cc1ccc(C)c(NCCC#N)c1
 : ?, 5%, -24, -19%, -6%, -1%
COCCNC(=O)c1cc(OC)c(OC)cc1[N+](=O)[O-]
 : -6%, 5%, -39, -8%, 3%, .
COC(=O)C1=C(C)NC(=O)C1(NS(=O)(=O)c1ccc(C)cc1)C(F)(F)F (stereo unspecified)
 : ?, 1%, 27, -9%, 2%, ?
CCCn1c(N)c(C(=O)COC(=O)CNC(=O)c2ccc(C)c(C)c2)c(=O)n(C)c1=O
 : 1%, ., -22, 5%, -10%, 0%
CCOC(=O)c1c(NC(=O)CSc2nc3ccccc3o2)sc(C(C)=O)c1C
 : -6%, -4%, 203, -42%, 43%[activator], 2%
COC(=O)c1ccc(N)nc1
 : -9%, -1%, 56, -12%, 13%, -11%
Cc1c(C#N)c(SCC(N)=O)nc2c1CCCC2
 : ?, 4%, -18, -9%, 6%, 5%
O=C(Nc1cc2c(cc1C(=O)c1ccccc1Cl)OCCO2)c1ccc(Br)cc1
 : -3%, ., 1, ., ., 1%
CCNC(=O)NC(=O)CSc1nc2ccccc2n1CC(C)C
 : -2%, 4%, -35, -4%, 6%, 2%
Cc1cc(F)ccc1S(=O)(=O)N1CCCOC1CNC(=O)C(=O)NC1CCCC1 (stereo unspecified)
 : -6%, ., 9, 21%, 9%, -20%
COc1ccc(/C(C)=N/OCC(=O)N2CC3(C)CC2CC(C)(C)C3)cc1 (stereo unspecified)
 : -13%, -1%, -9, 72%[activator], 2%, ?
CCCN1CCN(C(=O)Nc2ccc(OCC)cc2)CC1
 : 3%, -1%, -30, -14%, -11%, -1%
COc1ccc(OCCCC(=O)Nc2cccc(C(C)=O)c2)cc1
 : ?, -2%, -35, -28%, -16%, -7%
Cc1ccc(S(=O)(=O)N2CCOCC2)cc1C(=O)Nc1cc(Cl)ccc1N1CCOCC1
 : -2%, ., -3, 77%[activator], -7%, 5%
CCOC(=O)c1c(NC(=O)CSc2cn(CCNC(=O)c3c(F)cccc3F)c3ccccc23)sc2c1CCC2
 : -8%, ., -6, ., ., 0%
CS(=O)(=O)N1CCN(c2ccc(NC(=O)CSc3nnc(-c4ccco4)o3)cc2)CC1
 : -7%, 12%, -2, -7%, -4%, -1%
CCOC(=O)N1CCN(Cc2nc3cc([N+](=O)[O-])ccc3n2CC)CC1
 : -13%, -9%, 12, 68%[activator], -2%, -12%
COc1cc2c(cc1OC)CN(C(=O)/C=C/c1ccccc1[N+](=O)[O-])CC2
 : -14%, -5%, 7, 17%, -18%, -23%
O=C(OCC(=O)N(C1CCCCC1)C1CCCCC1)c1cnccn1
 : -14%, 6%, 16, 34%, 6%, -6%
Cc1cc(C)c(OCC(=O)OCC(=O)N(C)C2CCS(=O)(=O)C2)c(C)c1 (stereo unspecified)
 : -5%, ., -22, 13%, -10%, -6%
COc1ccc(O)c(/C=N/NC(=O)c2ccc(CSc3nc(C)cc(C)n3)cc2)c1
 : 0%, -17%, -90*, -21%, -6%, 2%
Cc1ccc(S(=O)(=O)NC(=O)NCc2ccccn2)cc1
 : ?, -2%, 21, -21%, 39%[activator], 3%
Cc1nc2ccccn2c(=O)c1NC(=O)c1cccc(F)c1
 : 15%, ., 26, ., ., 4%
N#Cc1ccc(Cl)cc1NC(=O)COC(=O)c1ccc(S(=O)(=O)N2CCCC2)cc1
 : ?, 1%, 117, -18%, -9%, 4%
Cn1c(SCC(=O)Nc2ccc(F)cc2)nc2c([nH]c3ccccc32)c1=O
 : 5%&-4%, 1%, -15&0, -19%, -4%, 3%&-1%
CC(=O)c1ccc(-n2c(C)c(C(C)=O)c3cc(O)ccc32)cc1
 : 0%, -1%, ?, -2%, -5%, 0%

# In a second layout: two of the compounds above.
CCCn1c(N)c(C(=O)COC(=O)CNC(=O)c2ccc(C)c(C)c2)c(=O)n(C)c1=O
  AmpC detergent = 1%	FBPA Giardia inh = .	HCMV antiviral = -22	AmpC inh no detg = 5%	AMA1-RON2 inh = -10%	Sm TGR inh = 0%

COc1ccc(OCCCC(=O)Nc2cccc(C(C)=O)c2)cc1
  AmpC detergent = ?	FBPA Giardia inh = -2%	HCMV antiviral = -35	AmpC inh no detg = -28%	AMA1-RON2 inh = -16%	Sm TGR inh = -7%

# The listing continues:
# Every second line gives: AmpC detergent, FBPA Giardia inh, HCMV antiviral, AmpC inh no detg, AMA1-RON2 inh, Sm TGR inh
CC(=O)NCc1ccc(S(=O)(=O)N/N=C/c2ccccc2)cc1
 : 0%, -4%, 13, -14%, 25%, -18%
CCn1cc(C(=O)O)c(=O)c2cnc(N3CCN(C(=S)Nc4ccccc4C(F)(F)F)CC3)nc21
 : -6%, -11%, -16, -3%, 1%, -11%
O=C(Nc1nc2ccccc2s1)c1ccc([N+](=O)[O-])o1
 : -9%, 0%, ?, -21%, -4%, -18%
CC[C@]1(C(=O)OC)[C@H]2C(=O)N(C)C(=O)[C@H]2[C@H]2CN(C)C(=NC3CCCCC3)N21
 : ., ., 18, -10%, -5%, .
CCOC(=O)c1ccccc1NC(=O)CSc1nnc(C(C)C)n1CC
 : 0%, 1%, 19, -4%, 3%, 0%
COC(=O)c1ccc(C2NC(C(=O)O)CS2)cc1 (stereo unspecified)
 : -2%, ?, 51, -14%, 38%[activator], -27%
CCCCNS(=O)(=O)c1ccc2nc(SCC(=O)Nc3sccc3C#N)[nH]c2c1
 : -7%, -5%, -30, -43%, -4%, -14%
COc1cc(CN2CCC(Oc3cc(C(=O)NC4CC4)ccc3OC)CC2)cc(OC)c1
 : -10%, ., 0, 22%, 0%, -29%
COCCc1nn2c(=O)cc(COC(=O)c3cccs3)nc2s1
 : 25%, ., ?, ., ., -19%
CCc1cccc(NC(=O)COC(=O)C2CCN(c3ccc(C(F)(F)F)cn3)CC2)c1
 : -6%, ., -14, -13%, 29%, 0%
OC(CCCN1CCC(O)(c2ccc(Cl)cc2)CC1)c1ccc(F)cc1 (stereo unspecified)
 : ?, -5%, 10, -6%, -5%, -2%
COc1ccccc1N1CCN(CCCCNC(=O)c2ccc3ccccc3c2)CC1
 : -10%, -5%, -7, 46%, -13%, 8%
C=CCn1c(CSCc2ccc(Cl)cc2Cl)nnc1SCC(=O)Nc1ccc(C(=O)O)cc1
 : 0%, 3%, 19, -38%, 79%[activator], -10%
O=[N+]([O-])c1ccc(-c2nn(-c3ccccc3)cc2/C=N/n2c(-c3ccncc3)n[nH]c2=S)cc1
 : 3%, 6%, 16, -27%, 10%, 1%
Fc1ccc(-c2ccc(CNCCSc3nnnn3-c3ccccc3)o2)cc1
 : 3%, ., -2, ., ., -35%
Cc1ccc(CNC(=O)CSCc2cccc(F)c2)cc1
 : 3%, 12%, 20, -3%, -1%, 3%
CN(CC(=O)O)S(=O)(=O)c1ccc2c(c1)NC(=O)CC(=O)N2
 : -11%, 0%, -27, -11%, 18%, -32%
COC(=O)c1cc2sc(Cl)cc2n1Cc1nc(-c2ccc(OC)cc2)oc1C
 : 19%, ., 21, ., ., 0%
Cc1nn(-c2ccccc2)c(C)c1/C=N/n1cnnc1
 : 2%, 1%, -36, -7%, 0%, -9%
CCc1ccc2c(c1)NC(c1ccc(F)cc1)=NC(c1ccncc1)=N2
 : 13%, ., 6, ., ., -3%
Cc1ccc(Nc2nnc(SCC(=O)c3ccc(O)cc3O)s2)cc1
 : -2%, -16%, 21, 11µM*, 8%, -6%
CC[C@]12c3[nH]c4cc(-c5ccco5)ccc4c3CCN1C(=O)[C@@H](CC(=O)NCCCn1ccnc1)C[C@@H]2C(=O)N1CCN(C(=O)c2ccco2)CC1
 : ., ., 18, 218%[activator], ?, .
O=C(NNC(=O)c1ccc2ccccc2c1)Nc1ccc(F)cc1
 : 2%, 12%, 0, -22%, 13%, -5%
O=C(c1ccc2c(=O)n3c(nc2c1)CCCCC3)N1CCN(c2ccc(F)cc2)CC1
 : 0%, 0%, 0, 96%[activator], 9%, 2%
O=C(NN=C1C2CC3CC1CC(Cl)(C3)C2)c1cccs1
 : 3%, 11%, -38, -22%, 56%[activator], -3%
O=C(/C=C/c1c[nH]c2ccccc12)c1ccccc1
 : -9%, -12%, 116, 16µM*, -3%, 9%
CCCCN(C)Cc1cc(=O)oc2ccc3ccccc3c12
 : -8%, -3%, 38, -3%, 16%, 0%
CCNC(=O)c1ccc2nc(CCc3ccccc3)oc2c1
 : 15%, ., 45, ., ., 2%
Cc1ccccc1NC(=O)c1cnn(-c2ccccc2)c1NC(=O)c1ccco1
 : ?, 11%, 8, -51%, 5%, 9%
CSc1ccc(/C=C/C(=O)N2CCCN(C)CC2)cc1
 : 10%, 0%, -3, -8%, 0%, -1%
Cc1nc2ccc(Cl)cn2c1C(=O)NN
 : 2%, -13%, -25, -17%, 10%, 5%
COc1ccc(-c2cn3nc(SCC(=O)NC4CCCCC4)ccc3n2)cc1
 : -6%, 1%, 37, 6%, -1%, -12%
O=c1cc(NS(=O)(=O)c2ccccc2)nc(SCc2ccc(Cl)cc2)[nH]1
 : 2%, 10%, -16, -38%, 3%, 17%
CC(=O)Nc1ccc(C2Nc3ccccc3C(=O)N2C2CCCCC2)cc1 (stereo unspecified)
 : -18%, 4%, -22, -27%, -13%, -3%
COc1ccc(N(C)S(=O)(=O)c2cccc(C(=O)Nc3ccc(-n4cnnn4)cc3)c2)cc1
 : -10%, -1%, ?, -25%, 28%, -25%
O=C(Oc1c(CN2CCOCC2)cc(Cl)c2cccnc12)c1ccc(F)cc1
 : 5%, ?, -97*, 27%, -88%, -5%

# Pulled by structure from the list above:
# Every second line gives: AmpC detergent, FBPA Giardia inh, HCMV antiviral, AmpC inh no detg, AMA1-RON2 inh, Sm TGR inh
CCCCN(C)Cc1cc(=O)oc2ccc3ccccc3c12
 : -8%, -3%, 38, -3%, 16%, 0%
CCCn1c(N)c(C(=O)COC(=O)CNC(=O)c2ccc(C)c(C)c2)c(=O)n(C)c1=O
 : 1%, ., -22, 5%, -10%, 0%
CS(=O)(=O)N1CCN(c2ccc(NC(=O)CSc3nnc(-c4ccco4)o3)cc2)CC1
 : -7%, 12%, -2, -7%, -4%, -1%
CCCCNS(=O)(=O)c1ccc2nc(SCC(=O)Nc3sccc3C#N)[nH]c2c1
 : -7%, -5%, -30, -43%, -4%, -14%
CCn1cc(C(=O)O)c(=O)c2cnc(N3CCN(C(=S)Nc4ccccc4C(F)(F)F)CC3)nc21
 : -6%, -11%, -16, -3%, 1%, -11%
